Assay outcomes as filed in PubChem.
HCV inh – qHTS Assay for Inhibitors of Hepatitis C Virus (HCV). AID 651820, 2012. Potency, µM (series often up to 41.8 µM), for inactives: top-dose activity change, negative = inhibition, usual class: inhibitors. Huh7.5.1 HCVcc-Cre infection, luciferase reporter, 44 h. 3.4% of 340,000 active; also: potency is read from the fitted curve at half-maximal effect; % is scaled to controls: 0 for no effect and ±100 for the full control effect
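Cells (1,000/well) were plated 4 h before compound, then infected with HCVcc-Cre virus (~0.5 moi). After 44 h further culture, infection was read as luciferase luminescence following a 15 min substrate incubation at room temperature.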
Cycloheximide cs – Cycloheximide Counterscreen for Small Molecule Inhibitors of Shiga Toxin; cell reporter, cycloheximide protein synthesis inhibition counterscreen; 12% of 300,000 active; max response, %; in the data active = max response mostly above about 13%, no sharp cut-off; inactive = mostly below about 14%; also: read at 38.3 µM for the half of the compounds with a filed dose; 0% is about no effect
Shiga toxin inh – A qHTS for Small Molecule Inhibitors of Shiga Toxin. 9.2% of 290,000 active. inhibition, % at 38.7 µM. Vero cells, Shiga toxin protein synthesis inhibition reporter. AID 2315, 2010; in the data active = inhibition mostly above about 28%, no sharp cut-off; inactive = mostly below about 43%; also: 0% is about no effect
Pf growth 48h – Primary qHTS for delayed death inhibitors of the malarial parasite plastid, 48 hour incubation; P. falciparum luciferase growth in erythrocytes, 48 h; Potency, µM (top dose mostly 28.7 µM), for the others: at the top dose activity change, negative = inhibition, actives largely listed as inhibitors; 5.9% of 310,000 active; also: potency is read from the fitted curve at half-maximal effect; % is scaled to controls: 0 for no effect and ±100 for the full control effect
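Erythrocytes infected with P. falciparum carrying an integrated firefly luciferase reporter (2% hematocrit, 0.1% parasitemia final) were exposed to compounds in RPMI 1640 with 0.5% Albumax at 37 C, 5% CO2. Growth inhibition was scored as reduced luminescence.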
LmPK inhibitor – qHTS Assay for Inhibitors of Leishmania Mexicana Pyruvate Kinase (LmPK) | purified LmPK, Kinase-Glo ATP luminescence, 1 h | AID 1721, 2009 | 0.37% of 290,000 active | Potency, µM (doses to about 57.5 µM), without a hit: at the highest dose activity change, negative = inhibition, actives largely listed as inhibitors; also: potency is read from the fitted curve at half-maximal effect; % is scaled to controls: 0 for no effect and ±100 for the full control effect
Target sequence (Q27686 whole entry, looked up): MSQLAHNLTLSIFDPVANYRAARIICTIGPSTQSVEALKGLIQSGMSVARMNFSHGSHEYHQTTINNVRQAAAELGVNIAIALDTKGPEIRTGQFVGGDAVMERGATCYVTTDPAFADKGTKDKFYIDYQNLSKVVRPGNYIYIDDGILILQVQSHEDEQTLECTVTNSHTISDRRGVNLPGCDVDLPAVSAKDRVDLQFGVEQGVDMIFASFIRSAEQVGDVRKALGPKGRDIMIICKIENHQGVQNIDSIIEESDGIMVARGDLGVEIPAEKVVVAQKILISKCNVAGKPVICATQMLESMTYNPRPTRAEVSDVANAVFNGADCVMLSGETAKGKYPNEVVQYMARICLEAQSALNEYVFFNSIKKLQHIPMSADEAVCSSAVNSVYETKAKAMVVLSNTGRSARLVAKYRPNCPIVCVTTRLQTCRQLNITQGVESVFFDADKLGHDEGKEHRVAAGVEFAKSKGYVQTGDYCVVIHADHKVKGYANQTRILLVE
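Kinase-Glo luminescence read after 1 h RT reaction of 0.1 nM LmPK with 0.5 mM PEP and 0.1 mM ADP. Activity scaled between uninhibited and enzyme-free controls.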
TbPYK inhibitor – qHTS of Trypanosoma Brucei Inhibitors | pyruvate kinase (Trypanosoma brucei), Q57TT1 | TbPYK enzyme, Kinase-Glo Plus ATP luminescence, 45 min | Potency, µM (series often up to 76.8 µM), for inactives: at the top dose activity, negative = inhibition, usual class: inhibitors | 0.12% of 410,000 active; also: potency is read from the fitted curve at half-maximal effect; % is scaled to controls: 0 for no effect and ±100 for the full control effect; nearly all actives have a fitted effect of over 50% in size
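Readout: single end-point luminescence (Kinase-Glo Plus, 10 min). Reaction conditions were TbPYK/substrate plus 130 uM ADP, 45 min at RT, pH 7.2 TEA buffer. No-enzyme wells served as controls, and data were normalized before concentration-response fitting.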
Pf growth 96h – Primary qHTS for delayed death inhibitors of the malarial parasite plastid, 96 hour incubation. P. falciparum luciferase reporter growth, 96 h. Potency, µM (top dose mostly 28.7 µM), for inactives: at the highest dose activity change, negative = inhibition, usual class: inhibitors. 6.9% of 320,000 active. AID 504834, 2011; also: potency is read from the fitted curve at half-maximal effect; % is scaled to controls: 0 for no effect and ±100 for the full control effect
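Compounds incubated with erythrocytes infected by luciferase-expressing P. falciparum (2% hematocrit, 0.05% parasitemia final) for 96 hours, 37 C in 5% CO2. Growth inhibition scored as decreased luciferase luminescence.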
Starred values were filed as active, the others as inactive; ? = inconclusive; · = no result given; & = joins results of further samples; [ ] = remark or other dose. Unless noted, calls follow the shape of the dose curve; as a rule, active = well fitted curve in the direction sought with a large enough effect; inconclusive = small, poorly fitted or top-dose-only effect, or another doubt; inactive = no such curve, though single readings can be large; an effect the other way counts as inactive or inconclusive. The order is random; 24% or so of the library scored in one or more.

SMILES | HCV inh | Cycloheximide cs | Shiga toxin inh | Pf growth 48h | LmPK inhibitor | TbPYK inhibitor | Pf growth 96h
O=C(OC(C(=O)NC1CCCC1)c1cccnc1)C1=Cc2ccccc2OC1 (stereo unspecified) | -6% | -4 | -22 | ? | -1% | -1% | 45%[activator]
O=C(NNc1nc2ccc(F)cc2s1)c1cccc(F)c1 | ? | 42* | 85* | ? | 2% | -31% | ?
CCC(=O)NCCNc1nc2cc(C)cc(C)c2cc1C#N | 3% | -2 | -26 | -1% | -10% | 1% | 33%[activator]
O=C(Nc1nnc(-c2ccc(Cl)cc2)o1)C1=COCCO1 | 13% | -1 | 4 | 35%[activator] | -1% | -13% | 24%
Clc1cccc(CN2COc3c(cc(Cl)c4cccnc34)C2)c1 | ? | -4 | -6 | ? | -1% | · | 0.33µM*
COc1ccc(S(=O)(=O)N2CCN(CC(=O)Nc3cccc(OC)c3)CC2)cc1 | 16% | 7 | 20 | -12% | -7% | 0% | 13µM*
CC(Sc1ccc(Cl)cc1)C(=O)NCC(c1ccco1)N1CCCCC1 (stereo unspecified) | ? | · | · | ? | · | -17% | ?
O=C1NNC(c2ccccc2)=N/C1=C\c1ccccc1 | 16% | -1 | -11 | -12% | -14% | -1% | ?
Cc1ccc(-n2nnnc2SCC#N)cc1 | 0% | 1 | 14 | 10% | 4% | -2% | 8%
COc1ccccc1NC(=O)CCC(=O)OCc1cccc([N+](=O)[O-])c1 | -11% | -5 | -14 | -1%[5.75 µM] | 0% | -1% | 35%[activator][5.75 µM]
O=C(NNS(=O)(=O)c1ccccc1C(F)(F)F)c1cc2ncc(C(F)(F)F)cc2s1 | -4% | -3 | -6 | 42%[activator] | 4% | 8% | -1%
O=C(NCCN1CCOCC1)c1ccc(NS(=O)(=O)c2ccccc2)cc1 | 24% | -1 | -12 | 2% | -3% | 5% | -13%

Shown with values under each structure: 2 of the compounds above.
Results follow in this order: HCV inh, Cycloheximide cs, Shiga toxin inh, Pf growth 48h, LmPK inhibitor, TbPYK inhibitor, Pf growth 96h
- Cc1ccc(-n2nnnc2SCC#N)cc1
    0%, 1, 14, 10%, 4%, -2%, 8%
- COc1ccccc1NC(=O)CCC(=O)OCc1cccc([N+](=O)[O-])c1
    -11%, -5, -14, -1%[5.75 µM], 0%, -1%, 35%[activator][5.75 µM]

(continued)
SMILES | HCV inh | Cycloheximide cs | Shiga toxin inh | Pf growth 48h | LmPK inhibitor | TbPYK inhibitor | Pf growth 96h
CCOc1ccc(Cl)cc1CNCCNCCO | ? | -5 | -4 | ? | -2% | 13% | ?
Cc1cc(C(=O)COC(=O)C2=COCCO2)c(C)n1-c1cccc(F)c1 | ? | · | · | 106%[activator] | · | -9% | 190%[activator]
CS/C(=N\S(=O)(=O)c1cccs1)Nc1ccc(N2CCOCC2)cc1 | 27% | 16 | 38 | -11% | 5% | 2%&0% | 22%
CC(c1ccco1)N(C(=O)c1ccc(Cl)s1)c1ccccn1 (stereo unspecified) | 1% | 19* | 43* | 14% | 2% | -1% | ?
N#Cc1ccccc1OCC(=O)NNC(=O)c1ccncc1 | 2% | · | · | 7% | · | 1% | -7%
O=C(NC1CCCCC1)NC1CCN(S(=O)(=O)Cc2ccccc2)CC1 | 11% | -1 | 1 | 12% | 4% | 5% | ?
COc1ccc(OCCC(=O)OCC(=O)Nc2ccc(S(=O)(=O)N3CCOCC3)cc2)cc1 | 3% | -2 | -10 | 2% | 0% | 7% | ?
CC(=O)c1cccc(NC(=O)N2CCCC2C(=O)NCc2ccc3c(c2)OCO3)c1 (stereo unspecified) | -6% | -2 | -8 | ? | 11% | 1% | 13µM*
Cc1ccsc1C(=O)C1CCCN(Cc2cn(C)nc2-c2ccccc2)C1 (stereo unspecified) | -21% | -4 | -35 | -36% | -4% | -1% | 39%[activator]
Cc1noc(C(=O)Nc2cc(Cl)ccc2O)c1Cl | ? | 18 | 32 | 5.2µM* | -1% | 6% | 19%
Cc1cc2[nH]c(=O)c(=O)[nH]c2cc1S(=O)(=O)N1CCN(c2cccc(C(F)(F)F)c2)CC1 | -8% | -1 | -6 | ? | -1% | 2%&-2% | ?
CC1=C(C(=O)Nc2ccc(C(=O)N3CCN(c4ccccc4F)CC3)cc2)SCCO1 | -3% | -11 | -6 | -12% | -10% | 7% | -18%
O=C(CN1CCN(C(C(=O)Nc2ccc(Cl)cc2C(F)(F)F)c2ccccc2)CC1)NC1CC1 (stereo unspecified) | -6% | · | · | 3.3µM* | · | -1% | 4.1µM*
Cc1c(CC(=O)O)c(=O)oc2c(C)c3occ(-c4ccc(F)cc4)c3cc12 | 9% | -3 | 2 | 26% | 10% | -1% | 5%
CC1CCN(C(=O)c2ccc(CNc3c(N4CCCC4)c(=O)c3=O)cc2)CC1 | -15% | -1 | 2 | 0% | -4% | 1% | -19%
CCN(CC(=O)NCc1ccc(Cl)cc1)C(=O)CCC(=O)c1ccc(C)cc1 | -9% | · | · | ? | · | 4% | 9%
COc1ccccc1OCCOc1ccc(/C=C2\C(=N)N3N=C(S(C)(=O)=O)SC3=NC2=O)cc1 | 6% | -4 | -6 | ? | 3% | -15% | 226%[activator]
O=C(COC(=O)C1CCN(C(=O)c2ccc(Cl)cc2)CC1)c1ccco1 | 0% | -4 | -8 | -1% | 2% | 3% | 22%
CCC(C)(C)N1CC(=O)N(Cc2ccccc2)C(c2ccc(OC)cc2)C1=O (stereo unspecified) | -1% | -4 | 5 | -18% | 0% | 0% | -18%
Cc1nc2ccccc2c2oc(C(=O)NCCN3CCN(C)CC3)cc12 | -1% | -4 | -6 | · | -3% | -7% | -4%
COc1ccc(-c2noc(CCCc3ccccc3)n2)cc1OC | ? | 12* | 21 | 14% | -2% | -12% | 13%
O=C(NC1CCCCC1)C(c1ccc(Cl)cc1)N(C(=O)c1cnccn1)c1ccc2c(c1)OCO2 (stereo unspecified) | 9%&3% | -3 | -1 | 10µM* | 0% | 0% | -15%
Nc1ccc(O)c([N+](=O)[O-])c1 | 21% | · | · | 11% | · | -4% | ?
NS(=O)(=O)c1ccc(NC(=O)CCC(=O)c2cccs2)cc1 | 12% | -2 | 1 | 15% | 0% | 4% | 48%[activator]
O=C(OCCc1cc2ccccc2c(=O)o1)N1CCOCC1 | 2% | · | · | 33%[activator] | · | 8% | 22%
CCOC(=O)N1CCN(C(=O)CS(=O)(=O)Cc2nc(-c3ccccc3C)oc2C)CC1 | ? | -3 | -2 | -16% | 0% | 6% | ?
O=C(Nc1ccc(F)cc1)N(CCCN1CCOCC1)Cc1cc2cc3c(cc2[nH]c1=O)OCCO3 | -17% | 37* | 2 | 10µM* | -8% | 0% | -12%
Cc1cc(C)n2cc(CSCc3ccccc3)nc2n1 | 15% | 11 | 51 | -4% | -6% | 1% | ?
OC[C@H]1O[C@@H](Oc2ccc3cc(Br)ccc3c2)[C@H](O)[C@@H](O)[C@H]1O | -5% | · | · | ? | · | -9% | 22%
O=C(NCc1ccco1)c1cc(=O)c2ccccc2o1 | -6% | -2 | 15 | ? | 6% | 4% | ?
O=C(Cn1ccc([N+](=O)[O-])n1)NCc1cccnc1 | 7% | 3 | -7 | -5% | -4% | -1% | 288%[activator][5.75 µM]
O=C(N/N=C/c1cc(Br)cc(Br)c1O)c1cccc(N2CCCC2=O)c1 | ? | -2 | -5 | 75%[activator] | -2% | -3% | 10µM*
Cc1ccc(NC(=O)COC(=O)c2ccco2)cc1C | 2% | · | · | -5% | · | 1% | -10%
Cc1ccc(-c2cc(C(=O)N3CCN(c4ncccn4)CC3)c3cc(Br)ccc3n2)o1 | ? | 14 | 24 | ? | -3% | ? | 223%[activator]
O=C(COC(=O)c1ccc2ccccc2c1)Nc1ncc(C(F)(F)F)cc1Cl | 4% | 7 | -19 | · | 0% | -11% | 16%
CCc1cccc(OCC(=O)Nc2c[nH]c(=O)[nH]c2=O)c1 | -6% | -3 | -22 | -7% | -2% | -8% | 22%

2 of these compounds in a different format:
| Compound | HCV inh | Cycloheximide cs | Shiga toxin inh | Pf growth 48h | LmPK inhibitor | TbPYK inhibitor | Pf growth 96h |
| --- | --- | --- | --- | --- | --- | --- | --- |
| Cc1cc(C)n2cc(CSCc3ccccc3)nc2n1 | 15% | 11 | 51 | -4% | -6% | 1% | ? |
| OC[C@H]1O[C@@H](Oc2ccc3cc(Br)ccc3c2)[C@H](O)[C@@H](O)[C@H]1O | -5% | · | · | ? | · | -9% | 22% |

Continuation:
SMILES | HCV inh | Cycloheximide cs | Shiga toxin inh | Pf growth 48h | LmPK inhibitor | TbPYK inhibitor | Pf growth 96h
C=CCn1c(=O)c(C#N)cc2c(=O)n3ccccc3nc21 | 13% | -6 | -29 | 32%[activator] | -1% | 1% | 71%[activator]
CCOC(=O)Cn1c(S(=O)(=O)Cc2ccccc2)nc2ccccc21 | 1% | -4 | -8 | -11% | -1% | 1% | ?
O=C1OC(c2ccc(Br)cc2)=N/C1=C\N1CC2CC(C1)c1cccc(=O)n1C2 (stereo unspecified) | 0% | -3 | -15 | ? | 1% | -4% | ?
CN(C)C(=O)c1nc2ccc(Cl)cn2c1CN1CCCC(OCc2cccnc2)C1 (stereo unspecified) | -3% | -2 | 23 | 7% | 6% | -2% | ?
O=C(COC(=O)c1ccccc1Br)Nc1ccc(F)cc1 | -12% | 36* | 98* | 30%[activator] | 0% | 8% | 12%
Cc1c(Br)c([N+](=O)[O-])nn1CC(=O)Nc1ccc(C(N)=O)cc1 | 4% | -1 | -7 | 6% | 3% | -2% | 26%
Cc1nc(C)c(C(=O)OCC(=O)Nc2ccccc2)s1 | 9% | · | · | 70%[activator] | · | 7% | 1%
COCCNP(=O)(c1ccccc1)c1nc2ccccc2s1 (stereo unspecified) | 1% | -2 | -25 | -2% | 3% | · | ·
N#C/C(=C\c1ccco1)C(=O)Nn1cnnc1 | -1% | -2 | -11 | 6% | -15% | 3% | 8%
O=C(CCCn1c(=O)c2cccn2c2cccnc21)NCCc1ccc(Cl)cc1 | ? | 0 | -12 | ? | -6% | 0%&5% | ?
O=C(COc1cccc2ccccc12)NNC(=O)[C@@H]1CCCC[C@@H]1C(=O)O | 14% | -4 | 12 | 22% | 1% | -7% | ·
COc1ccc(-n2nnnc2SCC(=O)c2cccc(OC)c2)cc1 | 3% | -2 | 2 | 9% | 3% | 1% | ?
Cc1ccnc(NC(=O)CCC(=O)N(CC(=O)NCc2ccccc2)Cc2ccco2)c1 | 18% | -3 | -4 | ? | 16% | 4% | ?
COCc1ccc(CN2CCc3c([nH]c4ccccc34)C2CC(C)C)o1 (stereo unspecified) | -2% | 1 | 8 | ? | 10% | -11% | 6.6µM*
N#CC(=C1N=c2ccccc2=N1)c1c(O)[nH]c2ccccc12 | 18% | 12 | 14 | 16% | 6% | · | ·
CN1CCN(/C=N/c2sc3c(c2C#N)CCCCC3)CC1 | -23% | 46* | 89* | 67%[activator] | 0% | -4% | 329%[activator]
CCOc1ccc(CCNC(=O)C2CC(=O)N(C3CCCC3)C2)cc1OCC (stereo unspecified) | -6% | 2 | -13 | -10% | 3% | 1% | -6%
OCCOCC#CCN1CCOCC1 | 5% | -2 | -8 | -4% | 15% | 1% | ·
